# KCNH2 WT inh – qHTS for Inhibitors of KCHN2 3.1: Wildtype qHTS; Voltage-gated inwardly rectifying potassium channel KCNH2 (Homo sapiens), Q12809; U2OS, BacMam KCNH2, thallium flux FluxOr; hits give low values; activity change, % at 1.84 µM; hit rate 0.37% among 340,000; AID 720551, 2013;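 active means maximum activity change below -70%; inconclusive means maximum activity change between -70% and -50%; inactive means maximum activity change above -50%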; further: on the % scale 0 is the no-effect control and ±100 the full control effect
# Target sequence (Q12809 whole entry, looked up): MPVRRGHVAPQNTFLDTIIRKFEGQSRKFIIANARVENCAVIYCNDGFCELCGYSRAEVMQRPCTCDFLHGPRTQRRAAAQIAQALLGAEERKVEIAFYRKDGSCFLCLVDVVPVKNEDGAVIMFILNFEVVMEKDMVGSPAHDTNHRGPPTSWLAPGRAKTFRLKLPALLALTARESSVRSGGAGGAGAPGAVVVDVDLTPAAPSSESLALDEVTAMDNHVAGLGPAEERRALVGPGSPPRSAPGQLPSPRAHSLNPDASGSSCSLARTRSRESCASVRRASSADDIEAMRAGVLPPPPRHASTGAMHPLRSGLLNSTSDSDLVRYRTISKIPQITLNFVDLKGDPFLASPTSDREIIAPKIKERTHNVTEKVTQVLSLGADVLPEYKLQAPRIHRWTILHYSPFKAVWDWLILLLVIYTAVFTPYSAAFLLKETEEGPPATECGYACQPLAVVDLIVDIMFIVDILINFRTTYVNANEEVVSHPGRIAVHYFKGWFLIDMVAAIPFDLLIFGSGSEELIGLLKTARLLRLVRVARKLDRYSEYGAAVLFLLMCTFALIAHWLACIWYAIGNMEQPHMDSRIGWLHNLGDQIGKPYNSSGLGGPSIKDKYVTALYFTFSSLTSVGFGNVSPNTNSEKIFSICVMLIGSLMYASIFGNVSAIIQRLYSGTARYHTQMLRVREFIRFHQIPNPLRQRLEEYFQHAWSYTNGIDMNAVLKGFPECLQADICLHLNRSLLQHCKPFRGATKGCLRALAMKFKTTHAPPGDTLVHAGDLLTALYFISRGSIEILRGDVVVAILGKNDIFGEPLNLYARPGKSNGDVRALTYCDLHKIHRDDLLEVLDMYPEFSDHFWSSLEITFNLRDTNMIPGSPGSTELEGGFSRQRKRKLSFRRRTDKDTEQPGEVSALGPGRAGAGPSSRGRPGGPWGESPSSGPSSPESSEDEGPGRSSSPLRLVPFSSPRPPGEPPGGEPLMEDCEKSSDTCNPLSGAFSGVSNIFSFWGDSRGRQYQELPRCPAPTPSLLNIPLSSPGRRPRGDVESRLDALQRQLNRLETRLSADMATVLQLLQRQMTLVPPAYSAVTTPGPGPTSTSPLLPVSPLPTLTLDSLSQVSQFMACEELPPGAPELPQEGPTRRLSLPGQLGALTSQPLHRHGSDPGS
#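 U2OS cells transduced with wild-type KCNH2 virus are loaded with FluxOr dye for 45 min, and thallium flux is measured in kinetic reads before and after stimulation buffer. Rate constants are normalized to DMSO controls.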
# GALK inh – qHTS Assay for Inhibitors of Human Galactokinase (GALK); Purified GALK, Kinase-Glo residual ATP luminescence; P51570; Potency, µM (titrated, usually from 57.5 µM), without a hit: top-dose activity change, negative = inhibition, actives largely listed as inhibitors; hit rate 0.007% among 270,000; AID 1868, 2009; further: potency means the concentration at half of the fitted maximal effect; on the % scale 0 is the no-effect control and ±100 the full control effect
#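 ATP-depletion format; final 35 uM ATP, 100 uM D-galactose, 5 nM enzyme; pH 8.0 HEPES/Mg2+ buffer; 60 min RT; luminescence read 10 min after detection reagent.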
# AT treatment – qHTS Assay for Identifying a Potential Treatment of Ataxia-Telangiectasia; Potency, µM (doses to about 57.5 µM), inactives show at the highest dose activation, most hits filed as activators; hit rate 0.19% among 320,000; AID 485349, 2010; […] A-T fibroblasts, KAP-1 phosphorylation AlphaLISA; neocarzinostatin DNA damage 30 min before lysis; further: potency means the concentration at half of the fitted maximal effect; % of control where 0% means no effect; nearly all actives have a fitted effect of over 45% in size
#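 hTERT-immortalized A-T patient fibroblasts ([…]), 500 cells/well in OPTI-MEM, 1% FBS, got compounds for 60 min, then NCS for 30 min at 37C. Lysates were then assayed for phospho-KAP-1 by AlphaLISA (anti-pKAP1 donor, anti-KAP1 acceptor beads), 6 hr at 25C.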
# Coupling enz – qHTS Assay for Inhibitors of Fructose-1,6-bisphosphate Aldolase from Giardia Lamblia: Coupling assay counterscreen; coupling enzyme system counterscreen, AmpLite Red fluorescence; activity change, negative = inhibition, % at 58.2 µM, hits read low; hit rate 0.67% among 290,000; in the data active means activity change below about -30%; further: on the % scale 0 is the no-effect control and ±100 the full control effect
#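 Final compound at 57.5 uM, incubated 10 min at RT with coupling enzyme reagent (glyceraldehyde-3-phosphate), then 20 min with substrate and AmpLite Red detection. Fluorescence read at 525/598 nm; tests interference with the coupling assay, not aldolase inhibition.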
# CXXC DNA block – qHTS Fluorescence Polarization Assay for Inhibitors of MLL CXXC domain - DNA interaction; hit rate 0.037% among 290,000; AID 2662, 2010; MLL-CXXC / FITC-HOXA9 DNA fluorescence polarization; Potency, µM (highest dose often 115 µM), inactives show at the highest dose activity change, negative = inhibition, usual class: inhibitors; active means well fitted inhibition curve with a large enough effect in the polarisation, with a control signal flat, not every such curve was filed as active; inconclusive means small, poorly fitted or top-dose-only effect, or effect the other way, or a change in a side signal; inactive means no such curve, though single readings can be large or run the other way; the % refers to the polarisation; further: potency means the concentration at half of the fitted maximal effect
#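 Steps: dispense CXXC domain solution (7 uM) → pin compounds or unlabeled HOX-A9 DNA control → 5 min ambient → add FLSN-HOX-A9 solution (50 nM) → spin → 30 min ambient → fluorescence polarization. Tris pH 7.5/NaCl/DTT/BSA buffer.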
# Giardia killer – Small Molecules that selectively kill Giardia lamblia: qHTS; Giardia lamblia trophozoite viability; activity change, % at 7.66 µM, hits read low; hit rate 0.15% among 340,000; AID 540267, 2011; in the data active means activity change below about -80%; inconclusive means between about -30% and that limit;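 further: parasites exposed to compound for two days anaerobically before the ATP read; on the % scale 0 is the no-effect control and ±100 the full control effect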
#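 Anaerobic 48 hrs incubation at 37 deg C of 100 trophozoites/well with test compounds; ATPLite 1-Step luminescence, 15-30 min RT, reports cellular ATP as viability.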
# TCR activator – Activators of T cell receptors: qHTS campaign. primary human leukocytes, anti-CD3, IL-2 HTRF, 48 h. 330,000 tested, under 10 active. AID 504894, 2011. Potency, µM (titrated, usually from 9.22 µM), without a hit: at the top dose activation of IL-2 secretion, hits mostly activators; further: % of control where 0% means no effect
#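 Human primary leukocytes + a-CD3 beads + cpd, 48 hr; IL-2 in supernatant by HTRF (ex 320nm / em 665nm). No co-stimulatory signal supplied.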
# Tb PFK block – qHTS Assay to Find Inhibitors of T. brucei phosphofructokinase; T. brucei PFK, ADP-Glo luminescence; AID 485367, 2010; ATP-dependent 6-phosphofructokinase (Trypanosoma brucei brucei), O15648; Potency, µM (highest dose often 57.5 µM), without a hit: top-dose activity, negative = inhibition, most hits filed as inhibitors; hit rate 0.17% among 330,000;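 further: potency means the concentration at half of the fitted maximal effect; 0% = uninhibited 1x PFK enzyme wells and -100% = no-enzyme wells; nearly all actives have a fitted effect of over 60% in size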
#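 Activity is normalized to no-enzyme wells (full inhibition) and 1.25 nM enzyme wells (no inhibition). Reaction: 0.5 mM F6P, 0.1 mM ATP, 45 min RT, ADP-Glo luminescence; concentration-response curves fitted and classed by quality.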
# TSHR antagonist – Antagonists of the Thyroid Stimulating Hormone Receptor: HTS campaign; Thyrotropin receptor (Homo sapiens), P16473; TSHR-expressing cells, TSH-stimulated cAMP HTRF, 2 h; hits give low values; hit rate 0.2% among 330,000; activity change, negative = inhibition, % at 11.5 µM; AID 504810, 2011;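 active means activity change below a set negative limit, meaning inhibition stronger than a set level, cut at about -70% in these data; inconclusive means activity change between two set negative limits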; further: on the % scale 0 is the no-effect control and ±100 the full control effect
#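 TSHR-expressing cells, 200/well, pre-treated with compound, then stimulated with EC80 TSH (4nM final) for 2 hours at 37 deg C. cAMP measured by competitive HTRF: anti-cAMP cryptate antibody in lysis buffer plus cAMP-d2, read after 30 minutes at room temperature.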
# BCR signal inh – qHTS Assay to Find Inhibitors of Chronic Active B-Cell Receptor Signaling. ABC-DLBCL IkBa-CBG/CBR reporter, luminescence ratio, 4 h. Potency, µM (highest dose often 46.1 µM), without a hit: at the top dose ratio change, negative = lower green/red ratio, actives largely listed as inhibitors. AID 493014, 2011. hit rate 0.05% among 340,000; active means well fitted inhibition curve with a large enough effect in the signal ratio, with a control signal flat, not every such curve was filed as active; inconclusive means small, poorly fitted or top-dose-only effect, or effect the other way, or a change in a side signal; the % refers to the signal ratio;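 further: potency means the concentration at half of the fitted maximal effect; plate controls were basal doxycycline-induced cells for no effect and cells given 10 µM MG132 for full effect; MG132 reads +100%, hits lower the ratio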
#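 TMD8 ABC-DLBCL cells carrying doxycycline-inducible green luciferase fused to IkappaBalpha plus unfused red luciferase were exposed to compounds (up to 46 uM) for 4 hrs at 37C. Activity came from the overlap-corrected green/red luminescence ratio.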
# * = called active by the depositor; ? = inconclusive; / = no result given; & = joins results of further samples; [ ] = another dose, or the depositor's remark. Unless noted, the call rests on the fitted dose curve; in most records, active means well fitted curve in the direction sought with a large enough effect; inconclusive means small, poorly fitted or top-dose-only effect, or another doubt; inactive means no such curve, though single readings can be large; an effect the other way counts as inactive or inconclusive. The list is partial. The share of hits here may be higher or lower than overall.
SMILES,KCNH2 WT inh,GALK inh,AT treatment,Coupling enz,CXXC DNA block,Giardia killer,TCR activator,Tb PFK block,TSHR antagonist,BCR signal inh
Cc1cc(S(=O)(=O)NCc2ccccc2)ccc1OCC(=O)N1CCN(C)CC1,11,-4%,2%,0,4%,13,0%,17%,0,1%
O=C(CCC(=O)N1CC2C[C@@H](C1)Cn1c2cccc1=O)NCCc1ccccc1F,2,/,7%,-3,4%,2,-2%,0%,-7,-12%
CN1CCN(Cc2ccccc2C(F)(F)F)CC1,-11,1%,5%,3,22%,2,1%,2%,-5,-1%
CCC(=NCCC1=CCCCC1)c1c(O)[nH]c(=O)[nH]c1=O,-1,-3%,2%,4,-1%,-9,4%,0%,2,-1%
CCCCCCn1c(O)c(C=Nc2c(C)n(C)n(-c3ccccc3)c2=O)c(=O)[nH]c1=O,-7,-4%,-5%,-4,14%,-8,7%,1%,-4,?
CCN(Cc1ccccc1)C(=O)Cn1c(=O)oc2ccccc21,5,8%,2%,1,3%,32[activator],1%,-1%,2,?
O=P(O)(O)C12CC3CC(CC(C3)C1)C2,1,2%,-5%,1,5%,2,0%,3%,7,-3%
Cc1ccc(N=Nc2c(O)[nH]c(=O)[nH]c2=O)c([N+](=O)[O-])c1,26,0%,-2%,-1,-8%,2,-12%,0%,-5,-2%
CC1CCN(C(=O)c2ccc(N3CC4CC(C3)c3cccc(=O)n3C4)c([N+](=O)[O-])c2)CC1 (configuration not stated),5,0%,10%,0,-2%,-24,0%[46.1 µM],-12%,0,1%
c1cnc2c(c1)ccc1ncccc12,0,4%,7%,4,2%,3,0%,1%,9,?
CC1CCCCC1NC(=O)CNC(=S)N1CC2CC(C1)c1cccc(=O)n1C2 (configuration not stated),1,9%,1%,0,14%,-9,0%,0%,-1,-1%
CC1(O)C[C@]2(C)N(O)C3CCCC[C@@H]3N2O1 (some centres not stated),-3,1%,0%,-1,0%,4,2%,0%,21,2%
CN1C(=O)C(Cc2cccs2)C(=O)N(C)C1=O,-1,14%,-2%,3,-3%,-9,1%,-2%,-10,-3%
COC(=O)c1c(C)n(Cc2ccc3c(c2)OCO3)c2ccc(O)cc12,4,0%,2%,-2,15%,-8,-5%,-9%,-15,2%
N#CC1=C(N)Oc2c(c(=O)oc3ccccc23)C1c1ccc([N+](=O)[O-])o1 (configuration not stated),-2,0%,-4%,-8,-29%,-7,-3%,1%,3,?
COc1ccc(N2CCN(C(CNC(=O)Oc3ccccc3)c3cccnc3)CC2)cc1 (configuration not stated),4,-1%,-3%,1,-5%,-13,/,1%,-5,1%
O=C(NCc1cccnc1)Nc1ccc([N+](=O)[O-])cc1,0,5%,2%,/,7%,-5,2%,-12%,-9,?
O=C(O)C1Cc2ccccc2N2CCCC12 (configuration not stated),-2,0%,-7%,-12,5%,-11,7%,-3%,-9,1%
O=C(COC(=O)Cc1ccccc1)NNC(=O)c1ccc([N+](=O)[O-])cc1,-9,/,3%,/,/,3,0%,13%,-18,7%
O=C(O)c1cc2ccccc2oc1=O,2,0%,2%,5,2%,7,-1%,-3%,-1,6%
CCOC(=O)c1c(CSC(=N)N)n(C)c2cc(Br)c(OC(C)=O)cc12,6,0%,-7%,-2,32%[activator],21,4%,2%,-11,?
Cc1ccc(NC(=O)c2snnc2C)cc1Cl,1,5%,2%,0,9%,8,2%,-5%,-10,?
COc1ccccc1OCC(=O)N1CCCC(N(C)Cc2ccccc2)C1 (configuration not stated),9,5%,-3%,/,36%[activator],-6,5%,-10%,2,-13%
O=[N+]([O-])c1cnc2ccc3ccccc3c2c1,18,0%,-12%,0,14%,-29,-41%,-2%,-16,?
Cc1ccc(/C=C2\C(=O)NC(=S)N(c3ccc(F)cc3)C2=O)s1,3,1%,3%,1,?,3,5%,6%,1,-4%
# (list continues)
SMILES,KCNH2 WT inh,GALK inh,AT treatment,Coupling enz,CXXC DNA block,Giardia killer,TCR activator,Tb PFK block,TSHR antagonist,BCR signal inh
CC1=CC(=O)OC2CC3OC4C[C@@H](C)C5OC6CC7O[C@]8(C)C/C=C\C9OC%10CC%11OC(CC(C)CO)CC(O)[C@]%11(C)OC%10CC9OC8C[C@]7(C)O[C@]6(C)CCC5OC4C[C@]3(C)OC12 (some centres not stated),-8,-4%,-13%,1,-15%,1,-3%,9%,-7,-3%
Cc1nc2cc([N+](=O)[O-])ccc2c(=O)n1-c1ccccc1[N+](=O)[O-],-4,4%,7%[11.5 µM],12,-3%,3,1%,-3%,-3,3%
CC(=O)O[C@H]1CC[C@@]2(C)[C@H](C1)C(=O)C[C@H]1[C@@H]3CC[C@@H]4[C@@H](CN5C[C@@H](C)CC[C@H]5[C@@]4(C)O)[C@@H]3C[C@@H]12,17,-1%,1%,0,4%,36[activator],2%,0%,-1,0%
O=c1cc(C2CCNCC2)[nH][nH]1,20,4%,/,-28,-1%,-17,1%,0%,1,-2%
COc1ccc(-n2c(O)c(/C=C3\C=Nc4ccc(Br)cc43)c(=O)[nH]c2=O)c(OC)c1,-23,-15%,2%,-1,13%,3,3%,28%,-1,-15%
C=Cn1c(P(=S)(N2CCOCC2)N2CCOCC2)cc2c1CCCC2,-6,10%,3%,0,4%,-6,4%,2%,14,1%
Cc1cc(CN(C)C)c(OC(=O)N(C)C)cc1C,1,0%,5%,-1,-13%,-20,0%,4%,-4,2%
CCSC1=NN1c1cc(C)nc(N)n1,0,1%,0%,0,2%,4,11%,1%,-7,6%
Cc1cc([P+](=O)O)c(C)n1-c1ccc(Br)cc1,-27,0%,6%,3,1%,-7,/,4%,-9,3%
COc1ccc(CCNCc2cccc(C(F)(F)F)c2)cc1OC,9,0%,4%,0,-5%,29,-8%,?,-2,0%
COc1ccc(CN2C(=O)NC(=O)/C(=C/c3cc(OC)c(OC)c(OC)c3)C2=O)cc1,-3,3%,-5%,8,-12%,-17,9%,2%,-1,-1%
CCSP1(=S)N=C(N2CCOCC2)C(C#N)=C2CCCN21 (configuration not stated),4,2%,5%,6,16%,9,-4%,0%,2,-19%
CC(C(Sc1ccccc1N)c1ccccc1)[N+](=O)[O-] (configuration not stated),-3,2%,8%,-1,?,-29,3%,24µM*,5,-13%
Cn1cccc1CNCCc1ccc(F)cc1,-7,-1%,-4%,-1,-2%,24,2%[46.1 µM],-3%,12,-6%
CC(NC1=NCCS1)c1ccccc1 (configuration not stated),0,17%,-8%,1,3%,7,3%,1%,3,8%
Cc1[nH]c2ccccc2c1CCNC(=O)c1ccc2c(c1[N+](=O)[O-])C(=O)c1ccccc1C2=O,5,-2%,-5%,-29,-11%,3,-4%,2%,-2,?
COc1ccc(C2CN(C)CC2C(=O)c2ccc(C)cc2)cc1Cl (configuration not stated),54,1%,0%,-1,-6%,3,-1%,2%,4,-18%
O=C(O)CCCc1ccc(N(CCCl)CCCl)cc1,-10,0%,-10%,1&5&12,1%&-3%,-5,0%,4%,-7&8,12%
Cc1c(C(=O)Nc2ccccc2)c2cc(O)ccc2n1Cc1ccccc1,0,-3%,-2%,-2,66%[activator],5,/,0%,-16,7%
O=C1Nc2ccccc2/C1=C/c1cnc[nH]1,3,-4%,-5%,-4,-4%,-1,2%,1%,-19,?
O=C(N/N=C/c1ccccc1OC(=O)N1CCOCC1)c1cccs1,4,8%,1%,0,34%[activator],3,1%,0%,-8,?
Cc1cccc(OP(=O)(Oc2cccc(C)c2)OC(c2ccccc2)C(F)(F)F)c1 (configuration not stated),20,/,27%,-4,-2%,62[activator],-3%,-1%,-21,5%
COc1cc(C(O)P(=O)(OCC(C)C)c2ccc(N(C)C)cc2)cc(OC)c1OC (configuration not stated),3,/,-14%,1,13%,-1,-1%,3%,7,?

# Record cards (already shown). Values in the order: KCNH2 WT inh, GALK inh, AT treatment, Coupling enz, CXXC DNA block, Giardia killer, TCR activator, Tb PFK block, TSHR antagonist, BCR signal inh
# `COc1ccc(-n2c(O)c(/C=C3\C=Nc4ccc(Br)cc43)c(=O)[nH]c2=O)c(OC)c1` is entered as -23, -15%, 2%, -1, 13%, 3, 3%, 28%, -1, -15%
# `COc1ccc(CN2C(=O)NC(=O)/C(=C/c3cc(OC)c(OC)c(OC)c3)C2=O)cc1` is entered as -3, 3%, -5%, 8, -12%, -17, 9%, 2%, -1, -1%
